Screening data as filed in PubChem BioAssay.
FXIa inh: inhibitors of human coagulation factor XIa | P03951 | purified human FXIa, fluorogenic AMC substrate cleavage | inhibition, % at 10 µM | hit rate 0.3% among 33,000;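 active means inhibition above 40% in the primary screen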;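 further: 0% = enzyme without compound and 100% = blank wells lacking enzyme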
Target sequence (P03951 19-387 limits assumed): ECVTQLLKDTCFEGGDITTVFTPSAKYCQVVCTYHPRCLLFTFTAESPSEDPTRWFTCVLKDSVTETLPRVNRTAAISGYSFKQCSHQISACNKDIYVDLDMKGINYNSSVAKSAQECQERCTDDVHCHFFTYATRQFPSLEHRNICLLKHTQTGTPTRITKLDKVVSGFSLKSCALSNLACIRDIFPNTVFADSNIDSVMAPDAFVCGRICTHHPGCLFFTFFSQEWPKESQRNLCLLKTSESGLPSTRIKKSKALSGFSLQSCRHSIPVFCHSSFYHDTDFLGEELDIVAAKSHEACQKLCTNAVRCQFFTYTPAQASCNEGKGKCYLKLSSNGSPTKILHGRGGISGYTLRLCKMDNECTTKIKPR
Target sequence (P03951 388-625 limits assumed): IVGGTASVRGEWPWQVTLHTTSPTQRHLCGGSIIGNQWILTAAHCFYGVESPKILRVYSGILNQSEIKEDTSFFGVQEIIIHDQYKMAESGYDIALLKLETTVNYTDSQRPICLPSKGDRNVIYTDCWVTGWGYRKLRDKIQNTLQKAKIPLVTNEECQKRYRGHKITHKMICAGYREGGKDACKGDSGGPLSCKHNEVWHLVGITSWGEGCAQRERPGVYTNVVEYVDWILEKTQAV
FXIIa inh: inhibitors of human coagulation factor XIIa | P00748 | purified human FXIIa, AMC substrate fluorescence, 2 h | inhibition, % at 10 µM | hit rate 0.2% among 33,000; in the data active means inhibition above about 30%;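 further: 0% = enzyme with vehicle only and 100% = no enzyme blank; many of its hits are not listed in these tables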
Starred values were filed as active, the others as inactive.

Cc1noc(C)c1S(=O)(=O)Nc1c(C)n(C)n(-c2ccccc2)c1=O was read as FXIa inh -13 and FXIIa inh -11.
Screening CCOc1ccc(C(=O)CSc2nnc3ccccn23)cc1 returned FXIa inh 22 and FXIIa inh -12.
Screening CCN(CC)S(=O)(=O)c1ccc(-c2nnc(SCC(C)=O)o2)cc1 returned FXIa inh 2 and FXIIa inh 10.
Screening O=C(CN(CC1CCCO1)C(=O)CNS(=O)(=O)c1ccc(Cl)cc1)NCCc1ccccc1 (configuration not stated) returned FXIa inh -11 and FXIIa inh 4.
Screening CCCCCCc1cc2cc(-c3nnc(-c4ccccc4)o3)c(=O)oc2cc1O returned FXIa inh -19 and FXIIa inh -54.
Clc1ccc(-n2ncc3c(NCCCn4ccnc4)ncnc32)cc1 was read as FXIa inh 3 and FXIIa inh 3.
For CCN(C(=O)c1cc2cc3ccc(C)cc3nc2o1)c1ccc(OC)cc1 the results were FXIa inh 0 and FXIIa inh 2.
`COC(=O)CSc1snnc1-c1ccc(Cl)cc1Cl` gave FXIa inh -3 and FXIIa inh 12.
`CCOC(=O)N1CCN(CC(=O)Nc2ccc(C)c(Br)c2)CC1` gave FXIa inh 3 and FXIIa inh 5.
Screening CCCCOCC(O)CN1CCN(C(C)=O)CC1 (configuration not stated) returned FXIa inh -4 and FXIIa inh 3.
Screening COc1ccc(C(=O)CSc2nnc(-c3ccco3)n2C)cc1 returned FXIa inh -1 and FXIIa inh -10.
Screening CCN1CCN(Cc2cccc(Oc3ccc(Cl)cc3)c2)CC1 returned FXIa inh 11 and FXIIa inh 3.
Screening CCN(CC)CC(=O)c1c[nH]c2ccc(OC)cc12 returned FXIa inh -8 and FXIIa inh 3.
For NC(=O)C1CNc2ccccc2O1 (configuration not stated) the results were FXIa inh -13 and FXIIa inh 10.
Screening CC(=O)Nc1cccc(-c2nc3ccccc3c(=O)o2)c1 returned FXIa inh 8 and FXIIa inh 10.
CCC(C)(C)n1nnnc1C(c1cc2cc(C)cc(C)c2[nH]c1=O)N1CCN(Cc2ccc3c(c2)OCO3)CC1 (configuration not stated) was read as FXIa inh -13 and FXIIa inh 7.
CC1(C)CC(=O)C(C(=O)/C=C/NCCc2ccccc2)C(=O)C1 was read as FXIa inh -7 and FXIIa inh 5.
Screening Cc1cc(N2C(=O)C(O)=C(C(=O)c3cccs3)C2c2cccc(O)c2)no1 (configuration not stated) returned FXIa inh 0 and FXIIa inh 9.
Screening CC(=O)CSc1nnc(NC(=O)CCc2ccccc2)s1 returned FXIa inh 23 and FXIIa inh -15.
For COc1ccc(Cl)cc1S(=O)(=O)N1CCCC1 the results were FXIa inh -10 and FXIIa inh 4.
`CCn1c(SCC(=O)Nc2nc(C)cs2)nnc1C(C)NC(=O)c1ccccc1` (configuration not stated) gave FXIa inh 0 and FXIIa inh 11.
CCOc1ccc(C(Nc2ccc(C)cc2)P2(=O)OCC(C)(C)CO2)cc1 (configuration not stated) was read as FXIa inh 0 and FXIIa inh 1.
Screening CCCCOc1ccc(C2OC34CCCCC3C(C#N)(C#N)C2(C#N)C(=N)O4)cc1 (configuration not stated) returned FXIa inh -7 and FXIIa inh -5.
For Cc1onc(-c2ccccc2)c1-c1n[nH]c(=S)n1-c1ccccc1Cl the results were FXIa inh 1 and FXIIa inh 4.
`CCOC(=O)c1oc2ccccc2c1N` gave FXIa inh 5 and FXIIa inh 5.
For COc1ccc(C2C(C(C)=O)=C(O)C(=O)N2CCc2c[nH]c3ccccc23)cc1OC (configuration not stated) the results were FXIa inh -3 and FXIIa inh -1.
`O=C(OCCN1CCOCC1)c1ccc2c(c1)OCCO2` gave FXIa inh 0 and FXIIa inh -12.
Screening CC1(C)CC(=O)C(C=NCc2ccc3c(c2)OCO3)=C(O)C1 returned FXIa inh 4 and FXIIa inh 6.
For Nc1cc(=O)[nH]c(SCC(=O)N2CCCc3ccccc32)n1 the results were FXIa inh -3 and FXIIa inh -1.
For CCc1ccc(S(=O)(=O)Nc2c(C)nn(C)c2C)cc1 the results were FXIa inh 3 and FXIIa inh 2.
Screening O=C(O)c1c(NC(=O)c2cccc3ccccc23)sc2c1CCC2 returned FXIa inh 13 and FXIIa inh 14.
Screening O=C(CN1CCN(Cc2ccccc2Cl)C1=O)NC1CCCCCCC1 returned FXIa inh 2 and FXIIa inh 4.
`CCOC(=O)C1=C(Cc2ccc(F)cc2)C(=O)c2ccccc2C1=O` gave FXIa inh 15 and FXIIa inh -9.
For Cc1cccc(C)c1Nc1nnc(SCc2cc([N+](=O)[O-])cc3c2OCOC3)s1 the results were FXIa inh 8 and FXIIa inh 9.
Cc1ccc2c(CSc3nc4nc(C)cc(C)n4n3)cc(=O)oc2c1 was read as FXIa inh -8 and FXIIa inh -11.
`Nc1c(C(=O)NCc2ccc3c(c2)OCO3)nnn1-c1ccc(OC(F)(F)F)cc1` gave FXIa inh 10 and FXIIa inh 5.
Screening COc1ccccc1N(CC(=O)Nc1ccc(F)c(F)c1)S(C)(=O)=O returned FXIa inh 0 and FXIIa inh 10.
CCCCCN1CC(O)=C(c2nc(-c3ccc(Cl)cc3)cs2)C1=N was read as FXIa inh -4 and FXIIa inh 8.
CCc1cc(/C(Cc2ccccn2)=N\O)c(O)cc1O was read as FXIa inh 26 and FXIIa inh -10.
O=C(COC(=O)c1cc(-c2ccc(Cl)s2)nc2ccccc12)NCc1ccco1 was read as FXIa inh -10 and FXIIa inh -18.
COc1ccc(NC(=O)CSc2nnc(Cn3nnc4ccccc43)n2C)cc1 was read as FXIa inh -2 and FXIIa inh 13.
For Cc1ccc(S(=O)(=O)NC2(C(=O)O)CCCCC2)cc1 the results were FXIa inh -3 and FXIIa inh 16.
For CC12CCC(=O)N1c1c(sc3nc(N4CCOCC4)c4c(c13)CCCC4)C(=O)N2 (configuration not stated) the results were FXIa inh -11 and FXIIa inh -11.
Screening CC1(C)CC(=O)C2=C(C1)OC(N)=C(C#N)C21C(=O)N2CCCc3cccc1c32 (configuration not stated) returned FXIa inh 0 and FXIIa inh -13.
CC(C)c1ccc(-c2c(C#N)c(N)nc3c2CCCCC3)cc1 was read as FXIa inh 8 and FXIIa inh 3.
CCCCc1nnc(NC(=O)CC(=O)Nc2ccccc2C(=O)O)s1 was read as FXIa inh -6 and FXIIa inh -1.
Cc1ccc(CSc2nc3ncccc3[nH]2)cc1 was read as FXIa inh -7 and FXIIa inh 5.
N/C(=N\OC(=O)c1ccco1)c1ccc(Br)cc1 was read as FXIa inh 2 and FXIIa inh 7.
Screening O=C(Nc1ccccc1)NC1CC2CCC(C1)N2Cc1nnnn1Cc1ccc2c(c1)OCO2 (configuration not stated) returned FXIa inh -7 and FXIIa inh 4.
O=C(c1ccccn1)N(Cc1ccco1)C1(C(=O)NC2CCCCC2)CCCCC1 was read as FXIa inh -4 and FXIIa inh 4.
For CC1C(c2ccccc2)N(C)C(c2ccccc2)CC1(O)c1ccccc1 (configuration not stated) the results were FXIa inh -4 and FXIIa inh -6.
For CCN(CC)C(=O)C1CCCN(C(=O)Nc2ccc(NC(=O)N3CCCC(C(=O)N(CC)CC)C3)cc2)C1 (configuration not stated) the results were FXIa inh -3 and FXIIa inh -6.
`COc1cccc(CNCCSc2nnnn2C)c1` gave FXIa inh -4 and FXIIa inh 2.
For COc1ccc(S(=O)(=O)NCC(=O)N(CC(=O)NCC2CCCO2)c2cc(C)ccc2C)cc1 (configuration not stated) the results were FXIa inh 2 and FXIIa inh 4.
Screening O=C(c1ccc2c(=O)n(-c3ccccc3)c(=O)[nH]c2c1)N1CCCCC1 returned FXIa inh 1 and FXIIa inh 7.
`Cn1c(=O)c2c(ncn2CC(=O)Nc2ccccc2N2CCOCC2)n(C)c1=O` gave FXIa inh -2 and FXIIa inh 5.
CCOc1cccc(C(=O)Nc2nnc(-c3ccco3)s2)c1 was read as FXIa inh 2 and FXIIa inh -12.
`COc1ccc(CNC(=O)c2ccc(NC(=O)CC3SC(N4CCCCC4)=NC3=O)cc2)cc1` (configuration not stated) gave FXIa inh -10 and FXIIa inh 9.
For COc1cc(S(=O)(=O)NC(C)C)ccc1Cl the results were FXIa inh -1 and FXIIa inh 5.
Screening CCn1c(SCc2cccc(C)c2)nnc1-c1ccccc1 returned FXIa inh -7 and FXIIa inh 1.
`Cc1ccc(S(=O)(=O)NCCCNC(=O)N2CCOCC2)cc1` gave FXIa inh 1 and FXIIa inh 1.
`CCc1nnc(NC(=O)CSc2ncnc3c2oc2ccccc23)s1` gave FXIa inh 11 and FXIIa inh 8.
CCOc1ccccc1N(CC(=O)Nc1cccnc1)S(C)(=O)=O was read as FXIa inh 1 and FXIIa inh 8.
Screening CC(N)(Cc1ccc(O)cc1)C(=O)O (configuration not stated) returned FXIa inh -3 and FXIIa inh 4.
Screening N=c1ccn(Cc2ccccc2Cl)cc1 returned FXIa inh -3 and FXIIa inh 6.
For CCc1nnc(NC(=O)CN2CCN(C3CCCCC3)CC2)s1 the results were FXIa inh 10 and FXIIa inh 4.
`Cn1c(CNC(=O)Nc2cccc(Cl)c2)nnc1SCc1ccccc1` gave FXIa inh 6 and FXIIa inh 4.
`O=C(NNC(=O)c1ccc(SCC2CCCO2)c([N+](=O)[O-])c1)c1ccc(F)cc1` (configuration not stated) gave FXIa inh -5 and FXIIa inh 5.
`Cc1csc(NC(=O)C2CCN(S(=O)(=O)c3ccc4c(c3)oc(=O)n4C)CC2)n1` gave FXIa inh 1 and FXIIa inh 10.
Screening Cc1cc(=O)[nH]c2c1c(C)nn2C1CCOC(C)(C)C1 (configuration not stated) returned FXIa inh -13 and FXIIa inh 8.
Screening COc1cccc(Nc2ncnc3ccccc23)c1 returned FXIa inh 0 and FXIIa inh 6.
`Cc1sc2nc(SCC(=O)N3CCCCC3)[nH]c(=O)c2c1C` gave FXIa inh 0 and FXIIa inh 5.
Screening CC(C)C(=O)N1CCN(c2ccc(NC(=O)c3cccs3)cc2)CC1 returned FXIa inh -3 and FXIIa inh 4.
Cc1ccccc1/C=C1\CCCc2ccccc2C1=O was read as FXIa inh -5 and FXIIa inh 1.
For COc1ccc(Br)cc1C(=O)Nc1cc(C)cc(C)c1 the results were FXIa inh -11 and FXIIa inh 6.
`C=C(C)Cn1c(SCC(=O)O)nnc1-c1ccccc1` gave FXIa inh -5 and FXIIa inh 14.
`Cc1nn(-c2ccccc2)c2sc(C(=O)OCc3nnc(-c4ccccc4)o3)cc12` gave FXIa inh 0 and FXIIa inh 7.
`CCOC(=O)CN(C(=O)Cn1nnc2ccccc21)C(C(=O)NCCOC)c1ccccc1` (configuration not stated) gave FXIa inh 0 and FXIIa inh 2.
For CCc1cccc(NC(=O)C2CCCN(S(=O)(=O)c3c(C)[nH]c(=O)[nH]c3=O)C2)c1 (configuration not stated) the results were FXIa inh -1 and FXIIa inh 5.
`CC1(C)Cc2cccc(OCC(=O)Nc3cc(C(F)(F)F)ccc3N3CCOCC3)c2O1` gave FXIa inh 4 and FXIIa inh 9.
NC(=O)c1c(C(F)(F)F)cc(-c2ccccc2)nc1NCCO was read as FXIa inh -5 and FXIIa inh 3.
Cc1ccc(S(=O)(=O)CCSc2nc(C)cc(C(F)(F)F)c2C#N)cc1 was read as FXIa inh -2 and FXIIa inh 4.
Screening CCOc1ccc(OCC(=O)Nc2ccc(OC)cc2)cc1 returned FXIa inh -8 and FXIIa inh 3.
O=C(C1CCC(Cn2c(=S)[nH]c3ccccc3c2=O)CC1)N1CCN(c2ccccc2)CC1 (configuration not stated) was read as FXIa inh 2 and FXIIa inh 2.

An excerpt of the results above, for reference:
Screening N=c1ccn(Cc2ccccc2Cl)cc1 returned FXIa inh -3 and FXIIa inh 6.
For CCc1nnc(NC(=O)CN2CCN(C3CCCCC3)CC2)s1 the results were FXIa inh 10 and FXIIa inh 4.
`Cn1c(CNC(=O)Nc2cccc(Cl)c2)nnc1SCc1ccccc1` gave FXIa inh 6 and FXIIa inh 4.
`O=C(NNC(=O)c1ccc(SCC2CCCO2)c([N+](=O)[O-])c1)c1ccc(F)cc1` (configuration not stated) gave FXIa inh -5 and FXIIa inh 5.
`Cc1csc(NC(=O)C2CCN(S(=O)(=O)c3ccc4c(c3)oc(=O)n4C)CC2)n1` gave FXIa inh 1 and FXIIa inh 10.
Screening Cc1cc(=O)[nH]c2c1c(C)nn2C1CCOC(C)(C)C1 (configuration not stated) returned FXIa inh -13 and FXIIa inh 8.
Screening COc1cccc(Nc2ncnc3ccccc23)c1 returned FXIa inh 0 and FXIIa inh 6.
`Cc1sc2nc(SCC(=O)N3CCCCC3)[nH]c(=O)c2c1C` gave FXIa inh 0 and FXIIa inh 5.
Screening CC(C)C(=O)N1CCN(c2ccc(NC(=O)c3cccs3)cc2)CC1 returned FXIa inh -3 and FXIIa inh 4.
Cc1ccccc1/C=C1\CCCc2ccccc2C1=O was read as FXIa inh -5 and FXIIa inh 1.
For COc1ccc(Br)cc1C(=O)Nc1cc(C)cc(C)c1 the results were FXIa inh -11 and FXIIa inh 6.
`C=C(C)Cn1c(SCC(=O)O)nnc1-c1ccccc1` gave FXIa inh -5 and FXIIa inh 14.
`Cc1nn(-c2ccccc2)c2sc(C(=O)OCc3nnc(-c4ccccc4)o3)cc12` gave FXIa inh 0 and FXIIa inh 7.
`CCOC(=O)CN(C(=O)Cn1nnc2ccccc21)C(C(=O)NCCOC)c1ccccc1` (configuration not stated) gave FXIa inh 0 and FXIIa inh 2.
For CCc1cccc(NC(=O)C2CCCN(S(=O)(=O)c3c(C)[nH]c(=O)[nH]c3=O)C2)c1 (configuration not stated) the results were FXIa inh -1 and FXIIa inh 5.
`CC1(C)Cc2cccc(OCC(=O)Nc3cc(C(F)(F)F)ccc3N3CCOCC3)c2O1` gave FXIa inh 4 and FXIIa inh 9.
NC(=O)c1c(C(F)(F)F)cc(-c2ccccc2)nc1NCCO was read as FXIa inh -5 and FXIIa inh 3.
Cc1ccc(S(=O)(=O)CCSc2nc(C)cc(C(F)(F)F)c2C#N)cc1 was read as FXIa inh -2 and FXIIa inh 4.
Screening CCOc1ccc(OCC(=O)Nc2ccc(OC)cc2)cc1 returned FXIa inh -8 and FXIIa inh 3.
O=C(C1CCC(Cn2c(=S)[nH]c3ccccc3c2=O)CC1)N1CCN(c2ccccc2)CC1 (configuration not stated) was read as FXIa inh 2 and FXIIa inh 2.

Only part of the results is shown; the hit share may differ from the screen's.
